# Source: PubChem BioAssay
# BioA inh – blocks M. tuberculosis BioA enzyme activity. inhibition, % at 9.99 µM. purified M. tuberculosis BioA enzyme, plate reader. 360,000 tested, 0.096% active; in the data active = inhibition above about 40%; inconclusive = no clear call, values can overlap the other calls
# FBA Mtb inh – inhibitors of M. tuberculosis fructose-bisphosphate aldolase | P9WQA3 | 360,000 tested, 2.3% active | purified M. tuberculosis FBA, fluorescence read-out | AID 588726 | inhibition, % at 1 µM; in the data active = inhibition above about 27%;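 note: 0% = vehicle and 100% = reference inhibitor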
# Target sequence (P9WQA3 whole entry, looked up): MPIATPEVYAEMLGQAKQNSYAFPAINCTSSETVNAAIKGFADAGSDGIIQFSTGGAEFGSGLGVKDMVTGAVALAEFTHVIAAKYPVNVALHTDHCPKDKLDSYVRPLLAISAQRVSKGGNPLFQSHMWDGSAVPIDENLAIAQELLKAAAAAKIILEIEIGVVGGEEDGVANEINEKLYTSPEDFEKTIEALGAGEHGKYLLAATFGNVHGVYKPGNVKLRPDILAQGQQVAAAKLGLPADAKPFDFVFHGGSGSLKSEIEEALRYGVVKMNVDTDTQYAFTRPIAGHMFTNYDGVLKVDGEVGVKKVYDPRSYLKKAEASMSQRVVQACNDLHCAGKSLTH
# UGM FP inh – blocks M. tuberculosis UGM enzyme. inhibition, % at 10 µM. purified UGM, fluorescence polarization probe displacement. AID 504406. 320,000 tested, 0.06% active. P9WIQ1; in the data active = inhibition above about 10%, passing the limit was not always enough; inconclusive = no clear call, values can overlap the other calls
# Rv3671c inh – inhibits the M. tuberculosis serine protease Rv3671c. P9WHR9. 320,000 tested, 0.048% active. inhibition, % at 5.96 µM; in the data active = inhibition above about 38%;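 note: extracellular domain of Rv3671c used as enzyme; 0% = enzyme with DMSO and 100% = no enzyme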
# Target sequence (P9WHR9 whole entry, looked up, the tested form may be a part): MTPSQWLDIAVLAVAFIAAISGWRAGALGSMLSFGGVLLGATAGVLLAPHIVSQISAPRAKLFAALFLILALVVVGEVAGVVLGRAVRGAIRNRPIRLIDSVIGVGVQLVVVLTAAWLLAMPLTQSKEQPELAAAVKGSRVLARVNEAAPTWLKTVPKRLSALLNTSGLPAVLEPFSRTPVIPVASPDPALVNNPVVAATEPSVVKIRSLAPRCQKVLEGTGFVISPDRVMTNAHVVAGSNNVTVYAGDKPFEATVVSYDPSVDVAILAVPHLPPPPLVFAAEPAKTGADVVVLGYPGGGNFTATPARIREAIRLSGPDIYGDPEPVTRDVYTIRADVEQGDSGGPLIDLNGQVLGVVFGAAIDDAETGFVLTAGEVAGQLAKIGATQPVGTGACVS
# DUSP3 inh – inhibitors of human VHR1 phosphatase (DUSP3); inhibition, % at 13.3 µM; 290,000 tested, 0.52% active; recombinant VHR phosphatase, pNPP absorbance; AID 1654; P51452; in the data active = inhibition above about 50%; note: some compounds called inactive have numbers as strong as hits
# Target sequence (P51452 whole entry, looked up): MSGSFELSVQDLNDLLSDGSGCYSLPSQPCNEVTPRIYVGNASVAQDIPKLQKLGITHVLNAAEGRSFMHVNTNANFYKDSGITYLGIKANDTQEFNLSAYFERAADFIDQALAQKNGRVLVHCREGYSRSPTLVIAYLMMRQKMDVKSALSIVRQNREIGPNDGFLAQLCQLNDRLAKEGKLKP
# GDH-TPI counter – GDH-TPI coupled enzyme inhibition counter-screen; GDH-TPI coupled enzyme counterscreen, NADH absorbance; inhibition, % at 4.8 µM; 360,000 tested, 1.2% active;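 note: 0% = DMSO wells and 100% = wells lacking the enzyme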
# BoNT F protease – blocks Botulinum neurotoxin F light chain protease; Multiplex microsphere protease cleavage assay, flow cytometry; inhibition, % at 10 µM; 360,000 tested, 0.22% active; AID 588497; in the data active = inhibition above about 35%, passing the limit was not always enough; inconclusive = no clear call, values can overlap the other calls; note: plate controls were buffer without enzyme for full effect and enzyme alone for no effect
# CCHFV vOTU inh – CCHFV vOTU protease inhibition. Pep-AMC fluorescence. inhibition, % at 11.5 µM. 370,000 tested, 0.55% active. AID 651958; note: 0% = vehicle wells with enzyme and 100% = no enzyme wells
# MazEF act – MazEF (E. coli) toxin RNase activation | P0AE70 | FAM/BHQ RNA-DNA oligo cleavage fluorescence, 5 h | activation, % at 20 µM | 350,000 tested, 0.32% active | AID 504720; in the data active = activation above about 50%
# Target sequence (P0AE70 whole entry, looked up): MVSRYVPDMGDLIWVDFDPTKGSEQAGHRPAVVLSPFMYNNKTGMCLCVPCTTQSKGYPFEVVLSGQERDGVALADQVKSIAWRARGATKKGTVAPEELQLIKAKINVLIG
# FadD28 binding – M. tuberculosis FadD28 bisubstrate binding inhibition. FadD28 bisubstrate probe binding, fluorescence polarization. inhibition, % at 12.5 µM. 360,000 tested, 0.22% active. AID 588549; in the data active = inhibition above about 8.5%, passing the limit was not always enough; inconclusive = no clear call, values can overlap the other calls
# Numbers without * were called inactive; ? = inconclusive; . = no result given. Cut-off read from the data, not from the text of the source, unless noted: active = inhibition above about 30%; inactive = the rest.
# The line under a structure holds: BioA inh	FBA Mtb inh	UGM FP inh	Rv3671c inh	DUSP3 inh	GDH-TPI counter	BoNT F protease	CCHFV vOTU inh	MazEF act	FadD28 binding
O=C(OCCNc1ncc(C(F)(F)F)cc1Cl)c1ccc(S(=O)(=O)N2CCOCC2)cc1
→ 1.3	0	-0.1	-6	6	0	-2	9	6	-2.5
Cc1ccc(S(=O)(=O)NC2CC(C)(C)NC(C)(C)C2)c(C)c1C
→ -0.8	-1	1.4	5	8	12	?	-6	11	0.8
Cc1cc2c(cc1C)C(c1cc(Br)ccc1F)CC(=O)N2 (stereo not given)
→ .	0	-0.2	2	-1	7	1	10	0	-2.9
O=C(NC(c1ccccc1)c1ccccc1)c1ccc(S(=O)(=O)C(F)F)cc1
→ -0.3	-5	-0.3	-16	21	10	0	17	4	-4.1
CSCCNC(=O)c1ccc(OC2CCN(CCc3ccccc3)CC2)cc1
→ .	-3	1.6	13	35	3	2	-1	5	-0.6
FC(F)(F)c1cnc(Sc2nc3nccc(-c4ccc(Cl)cc4)n3n2)c(Cl)c1
→ 4.5	2	2.1	-4	7	-4	-2	1	-2	-3.3
CCOC(=O)N1CCC(N(CCOC)C(=O)Nc2ccc(Cl)cc2)CC1
→ 1.8	-6	-1.0	-2	-11	4	-4	5	16	-3.3
COc1ccc(C2C(C#N)=C(N)N(c3ccccc3C#N)C3=C2C(=O)CCC3)cc1CN1CCCC1 (stereo not given)
→ .	-1	-0.3	-7	33	15	-8	25	6	-1.5
C#CCOCCOCCOCCNc1nc(N2CCN(C(=O)[C@H](CCCCN)n3cc(CN)nn3)CC2)nc(N2CCN(C(=O)[C@H](CCCCN)n3cc(CN)nn3)CC2)n1
→ -0.1	1	-2.4	-2	.	-1	-24	1	13	-2.6
CCOC(=O)c1cc(NC(=O)Nc2ccccc2OC)c(C)nc1C
→ 0.3	1	0.1	-2	22	-2	-9	5	-6	-3.2

# The closing three compounds of the section before open the next one.
# The line under a structure holds: BioA inh	FBA Mtb inh	UGM FP inh	Rv3671c inh	DUSP3 inh	GDH-TPI counter	BoNT F protease	CCHFV vOTU inh	MazEF act	FadD28 binding
COc1ccc(C2C(C#N)=C(N)N(c3ccccc3C#N)C3=C2C(=O)CCC3)cc1CN1CCCC1 (stereo not given)
→ .	-1	-0.3	-7	33	15	-8	25	6	-1.5
C#CCOCCOCCOCCNc1nc(N2CCN(C(=O)[C@H](CCCCN)n3cc(CN)nn3)CC2)nc(N2CCN(C(=O)[C@H](CCCCN)n3cc(CN)nn3)CC2)n1
→ -0.1	1	-2.4	-2	.	-1	-24	1	13	-2.6
CCOC(=O)c1cc(NC(=O)Nc2ccccc2OC)c(C)nc1C
→ 0.3	1	0.1	-2	22	-2	-9	5	-6	-3.2
CC1=CN2C(=N)/C(=C/c3ccc([N+](=O)[O-])o3)C(=O)N=C2S1
→ .	-3	1.5	0	38	9	-5	-3	116*	3.3
O=C(CCn1cnc2ccccc2c1=O)Nc1nc2c(s1)CCCC2
→ -1.2	-6	4.6	-8	11	-3	-16	5	-9	0.2
COc1ccc(C(=O)CCC(=O)N2CCN(c3cc(C)ccc3C)CC2)cc1
→ 4.8	2	-1.0	-11	21	-2	3	11	-18	-0.3
CN1CCN(C(=O)CC2(CC(=O)O)CCCC2)CC1
→ .	2	-1.1	3	13	0	2	-6	9	-0.3
CCc1ccccc1S(=O)(=O)c1c(C)cc(C)nc1Cl
→ 1.4	3	0.6	2	74	8	1	-2	-7	-3.3
CCSc1nc(C)cc(C)c1S(=O)(=O)c1ccccc1C
→ 0.2	-3	2.3	-6	2	2	-14	13	-7	-5.5
COc1ccc(OC)c(NC(=O)C2CC(=O)n3ncnc3N2)c1 (stereo not given)
→ -1.8	0	1.3	3	-22	4	-4	4	5	1.3
COc1ccc(CC(=O)Nc2ccc(S(=O)(=O)N3CCN(C)CC3)cc2)cc1
→ 1.0	-1	3.2	3	.	-1	-4	9	8	-4.4
CN(Cc1cn(C)nc1-c1ccccc1F)CC1CCCCO1 (stereo not given)
→ .	3	1.5	9	22	21	-2	-1	-4	-0.5
COc1ccc(CNC(=O)CN(c2ccc(OC)cc2)S(=O)(=O)c2c(C)[nH]c(=O)[nH]c2=O)cc1
→ 1.4	-2	1.6	-3	7	3	0	3	-1	-1.5
CCNC(=S)N1CC(C)OC(C)C1 (stereo not given)
→ .	2	-0.5	-2	10	10	9	-1	0	-3.3
CCCOc1ccc(N2C(=O)C3C(C(C)C)NC4(C(=O)c5ccccc5C4=O)C3C2=O)cc1 (stereo not given)
→ -0.8	2	-0.7	-1	13	7	-11	18	7	-2.3
CN(C)S(=O)(=O)c1ccc2oc(SCC(=O)Nc3ccccc3F)nc2c1
→ .	0	-1.1	-9	5	3	-2	-5	-16	-3.8
O=C(O)c1ccc(COc2cccc(CO)c2)cc1
→ -0.5	-3	2.0	-3	-4	-5	-9	-9	6	-2.7
CSc1ccc(Cn2nnc(C(=O)Nc3ccc(C)c(C)c3)c2N)cc1
→ -0.9	4	-2.5	5	36	19	-5	-5	-9	0.9
COc1ccc(C2CC(c3ccccc3)=NN2C(=O)CSc2nccc(=O)[nH]2)cc1 (stereo not given)
→ -4.4	3	-5.4	0	-3	14	2	15	-4	-0.5
CCc1ccc(C(=O)NC(C(=O)O)C(C)C)cc1 (stereo not given)
→ -1.8	2	2.0	-9	21	-5	-11	-4	3	0.8
COc1cc(NC(=O)CNc2cccc(S(=O)(=O)N3CCOCC3)c2)cc(OC)c1
→ 0.0	-4	.	.	.	-7	7	-1	-1	-3.2
CCOC(=O)CSc1nc2ccccc2c(=O)n1C
→ 1.6	0	-0.7	-4	4	3	-9	8	2	-0.1
CN(C(=O)COC(=O)C1CCN(S(=O)(=O)c2ccc3c(c2)OCCO3)CC1)C1CCCCC1
→ .	-1	-2.4	2	.	1	-5	-2	-2	-2.6
COc1cc(C(O)c2nc(-c3cc4ccccc4o3)cs2)ccc1F (stereo not given)
→ -1.6	1	.	.	.	0	-2	13	.	0.0
Cn1c(=O)[nH]c(=O)c2c1nc(SCCN1CCOCC1)n2CCCc1ccccc1
→ 0.3	3	-1.0	-2	38	1	-10	2	2	-1.7
COc1ccc(C(=O)NNC(=O)CCc2nc3ccccc3c(=O)[nH]2)cc1
→ -1.1	1	-0.2	-6	.	4	-10	7	-8	0.2
CCC1Nc2ncnc(N3CCN(c4ccccc4)CC3)c2N(Cc2ccc(Cl)cc2)C1=O (stereo not given)
→ -3.0	5	-1.7	9	.	2	-7	11	-1	-3.5
CCOc1ccccc1N1CCN(C(=O)NCc2ccc(C)cc2)CC1
→ -1.0	1	0.3	1	12	-9	2	4	-15	-3.1
O=C(CSc1nc2ccccc2c(=O)n1-c1ccccc1)N1CCC1
→ .	-7	1.2	-6	28	-3	-3	1	4	-1.8
CC(C)OC(=O)CN1C(=O)c2ccccc2C1=O
→ -0.4	0	1.3	-3	1	-2	-6	6	3	-0.7
CC(=O)N(CCN(C)C)c1nc2cc3c(cc2s1)OCCO3
→ -1.3	6	0.7	-1	1	0	-3	9	-2	-1.4
CCOC(=O)N1CCN(CC(O)COc2cc(C)ccc2C(C)C)CC1 (stereo not given)
→ .	-2	0.3	-7	2	3	-5	3	0	-2.3
COc1ccc(NC(=O)CSCC(=O)Nc2cccc3ncccc23)cc1
→ -5.1	4	0.7	1	.	10	4	6	-5	-1.1
CN(C)c1ccc(C(C(=O)NC(C)(C)C)N(C(=O)c2csnn2)C2CC2)cc1 (stereo not given)
→ 0.0	3	-2.1	0	-6	-2	-35	-4	5	-3.5
O=C(CN1CCN(C(=O)c2ccccc2)CC1)Nc1ncc(Br)cc1Br
→ 12	3	0.2	-1	-16	5	-4	-4	2	-0.4
Cc1ccc(/C=N/NS(=O)(=O)c2ccc([N+](=O)[O-])cc2)o1
→ -1.4	1	1.1	2	-15	12	1	-1	-1	-0.6
CCOc1cc(N2CCOCC2)c(OCC)cc1NC(=O)c1ccc(S(C)(=O)=O)cc1
→ .	-1	-2.2	0	0	15	-9	11	-5	-0.8
CCc1ccc(NC(=O)CSCCO)cc1
→ -0.9	3	-0.8	-6	12	-5	4	3	11	-0.8
CCc1nnc(NC(=O)CN2C(=O)/C(=C/c3cc(OC)c(OC)c(OC)c3)SC2=S)s1
→ -0.2	-6	.	-5	-7	14	-26	-6	-13	0.4
CN1C(=O)CSC1=Nc1ccc(Br)cc1
→ 0.2	-1	-0.2	-3	40	4	18	-7	8	1.2
N#Cc1ccccc1COC(=O)c1ccc2c(c1)OCO2
→ -1.0	0	2.5	-11	.	2	1	10	-17	-4.4
O=C(NCCO)c1cc2ccccc2c(=O)s1
→ 4.1	0	-2.0	3	7	3	-56	3	4	-3.5
O=C(NCCc1ccccc1)C(=O)NN=C1CCCC1
→ -0.7	-10	0.9	7	28	1	4	15	2	-5.3
O=C(CN1C(=O)NC2(CCCC2)C1=O)N1CCN(S(=O)(=O)c2cccc(C(F)(F)F)c2)CC1
→ 0.4	4	-0.8	-2	.	2	.	0	4	-1.2
CN1CCCC(OC(=O)c2ccc(C#N)cc2)C1 (stereo not given)
→ -1.9	15	-1.1	-2	16	0	-13	5	5	.
CCOc1ccc(C(=O)NCCN(C)C)cc1
→ .	0	3.0	0	-9	-14	0	6	-3	-4.1
O=C(Nc1ccccc1)Nc1n[nH]c2nnc(-c3ccccc3)c(-c3ccccc3)c12
→ 1.1	-2	0.6	-1	17	8	-15	11	5	-17
O=C1/C(=C\c2ccc(Cl)cc2)CCC1CNc1ccc(Cl)cc1 (stereo not given)
→ .	1	.	.	.	-1	3	-7	-86	1.9
Cc1cc(=O)[nH]c(CCl)n1
→ .	1	-1.2	-16	35	2	-8	-12	5	-3.3
O=C(CSc1cccc[n+]1[O-])NCCCc1ccccc1
→ .	-3	-1.4	3	18	-9	-4	-17	7	-3.8
O=C(Oc1ccc(C(=S)N2CCOCC2)cc1)c1cc([N+](=O)[O-])cc([N+](=O)[O-])c1
→ -4.8	1	1.0	-5	22	-5	16	-1	9	-2.3
N/C(Cc1ccc([N+](=O)[O-])cc1)=N\OC(=O)c1ccco1
→ .	-2	0.1	8	22	-1	-3	13	-5	-3.8
COc1cccc(NC(=O)Nc2nnc(Cc3ccc(OC)c(OC)c3)s2)c1
→ -0.7	1	-0.5	-55	.	4	27	-12	3	-0.1

# Other structures.
# The line under a structure holds: BioA inh	FBA Mtb inh	UGM FP inh	Rv3671c inh	DUSP3 inh	GDH-TPI counter	BoNT F protease	CCHFV vOTU inh	MazEF act	FadD28 binding
CCOC(=O)C1(Cc2ccc(Cl)cc2)CCN(C(=O)C2=NNC(=O)CC2)CC1
→ -0.1	-7	0.7	-6	-9	3	-8	11	10	-5.4
O=c1[nH]cc(I)cc1I
→ 1.4	0	.	.	19	6	-18	6	8	0.2
COc1ccc(-c2cc(NC=O)c3ncc(-c4ccc(OC)c(OC)c4)n3c2)cc1
→ 1.0	0	.	.	.	10	-5	7	.	0.5
O=C(N=C1N=C2C=CC(Br)=CN2Cc2ccccc21)c1ccc([N+](=O)[O-])cc1[N+](=O)[O-]
→ .	3	0.2	6	12	-6	-2	-1	9	0.0
O=C1C2C3CCC(C3)C2C(=O)N1c1ccc(OS(=O)(=O)c2ccccc2)cc1 (stereo not given)
→ .	-3	4.1	10	13	13	-3	-6	1	-2.7
COCCNC(=O)COCc1cc(-c2ccc3c(c2)OCO3)on1
→ -0.7	3	0.1	-4	-16	-7	15	-14	-6	.
Cc1cc(C)nc(Nc2n[nH]c(-c3ccccc3C)n2)n1
→ .	-2	-2.1	2	17	3	1	-7	1	-4.1
COc1cccc(CNC(=O)CCC2CCCN(C(=O)c3cc(C)[nH]n3)C2)c1 (stereo not given)
→ -3.6	0	-2.1	-4	15	-1	-4	8	3	-0.1
O=C(OCn1nnc2ccccc2c1=O)c1cc2ccccc2o1
→ -0.8	1	3.0	-3	6	0	-8	-2	28	-2.7
CCc1cccc(C)c1NC(=O)CN1CCN(S(=O)(=O)c2ccc(C(C)(C)C)cc2)CC1
→ .	5	2.8	-4	.	5	2	24	-4	-1.5
O=C(Nc1ccc(OC(F)(F)F)cc1)C1CC(c2ccc(F)cc2)=NO1 (stereo not given)
→ .	-2	-3.3	-9	6	-3	0	0	-4	-2.8

# Random draw from the library. About 4.9% of those tested had a hit in this group.
